EPAC2 agonist = activates human EPAC2 exchange factor; actives 0.079% (n = 360,000); Q8WZA2; Potency, µM (doses to about 154 µM), for inactives: top-dose activation, usual class: activators; EPAC2 activation, biochemical qHTS; response scale: 100% = 6.5 mM cAMP response; note: potency is the fitted concentration of half-maximal effect; nearly all actives have a fitted effect of over 50% in size
Target sequence (Q8WZA2 whole entry, looked up): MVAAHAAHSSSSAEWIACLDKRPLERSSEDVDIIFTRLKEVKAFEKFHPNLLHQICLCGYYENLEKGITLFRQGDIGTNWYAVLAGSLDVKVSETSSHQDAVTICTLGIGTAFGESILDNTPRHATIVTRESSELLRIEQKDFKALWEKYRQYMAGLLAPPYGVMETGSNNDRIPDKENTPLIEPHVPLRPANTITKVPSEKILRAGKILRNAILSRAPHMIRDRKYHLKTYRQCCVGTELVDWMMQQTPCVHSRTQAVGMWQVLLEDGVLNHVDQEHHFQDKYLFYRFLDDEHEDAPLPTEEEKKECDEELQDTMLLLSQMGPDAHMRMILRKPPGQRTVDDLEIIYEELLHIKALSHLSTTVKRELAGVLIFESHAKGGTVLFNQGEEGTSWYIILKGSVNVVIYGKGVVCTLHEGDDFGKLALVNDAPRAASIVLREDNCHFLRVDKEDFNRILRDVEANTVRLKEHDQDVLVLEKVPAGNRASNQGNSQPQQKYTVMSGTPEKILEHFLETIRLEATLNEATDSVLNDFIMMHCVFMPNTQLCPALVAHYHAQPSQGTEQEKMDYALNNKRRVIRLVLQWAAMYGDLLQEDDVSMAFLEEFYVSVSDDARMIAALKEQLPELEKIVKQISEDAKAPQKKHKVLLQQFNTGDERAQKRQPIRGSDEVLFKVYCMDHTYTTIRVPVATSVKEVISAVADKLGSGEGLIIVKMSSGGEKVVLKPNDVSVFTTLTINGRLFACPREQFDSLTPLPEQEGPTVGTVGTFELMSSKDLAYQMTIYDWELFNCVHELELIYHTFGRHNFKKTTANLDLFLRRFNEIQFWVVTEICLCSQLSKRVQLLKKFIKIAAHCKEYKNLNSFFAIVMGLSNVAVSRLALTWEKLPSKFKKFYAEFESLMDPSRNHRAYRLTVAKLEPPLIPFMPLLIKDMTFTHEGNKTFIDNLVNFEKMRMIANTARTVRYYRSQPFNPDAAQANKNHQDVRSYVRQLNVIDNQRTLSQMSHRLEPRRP
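Exchange assay: 100 nM EPAC2 with 250 nM Rap1B-BODIPY-GDP and 50 uM GDP. Fluorescence (ex 480/em 540 nm) read every 5 min for 30 min at room temperature. Data normalized to 6.5 mM cAMP as agonist control.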
TDP-43 yeast inh = TDP-43 toxicity inhibition in yeast | actives 1.8% (n = 410,000) | Potency, µM (series often up to 46.1 µM), inactives show at the highest dose growth rescue (activation), actives largely listed as activators | TDP-43 expressing yeast growth rescue, BacTiter-Glo, 24 h; note: potency is the fitted concentration of half-maximal effect; % of control where 0% means no effect; nearly all actives have a fitted effect of over 50% in size
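Yeast expressing TDP-43 (pregrown in raffinose, seeded at OD600=0.02 in galactose medium) exposed to compounds 24 hr at 30 deg C. Growth read by BacTiter-Glo luminescence; rescue of toxicity appears as increased signal.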
D3 antag = blocks the human D3 dopamine receptor. P35462. D3R cells, DiscoveRx beta-arrestin luminescence, antagonist mode; active compounds read low. actives 2.5% (n = 360,000). max response, negative = inhibition, %; in the data active = max response below about -50%; inconclusive = no clear call, values can overlap the other calls; note: % is set by controls: 0 for no effect and ±100 for the full control effect; mostly tested at two doses, the higher about 12 µM
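Cells expressing the human receptor were seeded at 1500 cells/well, incubated overnight at 37 degrees C in 5% CO2, then exposed to library compounds with dopamine controls for 90 minutes at 37 degrees C before luminescent detection.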
DRD3 agonist = activates the human D3 dopamine receptor. actives 0.58% (n = 410,000). P35462. max activation, %. D3R DiscoveRx beta-arrestin cells, luminescence, 90 min; in the data active = max activation above about 30%; note: 0% is about no effect; mostly tested at two doses, the higher about 12 µM
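Agonist mode: compounds and dopamine controls were applied to plated cells for 90 min at 37 degrees C after an overnight attachment at 1500 cells/well. Luminescent read-out followed 30 - 60 minutes at room temperature with DiscoveRx detection reagent.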
EPAC2 antagonist = EPAC2 (human) antagonism | Q8WZA2 | EPAC2 GEF exchange of Rap1B-BODIPY-GDP, fluorescence | Potency, µM (titrated, usually from 114 µM), without a hit: at the highest dose activity, negative = inhibition, hits mostly inhibitors | actives 0.18% (n = 360,000); note: potency is the fitted concentration of half-maximal effect; % is set by controls: 0 for no effect and ±100 for the full control effect; nearly all actives have a fitted effect of over 45% in size; many of its hits are not listed in these tables
FUS suppressor = FUS proteinopathy suppression in yeast. S. cerevisiae FUS-expressing, growth rescue, OD600, 24 h. Potency, µM (doses to about 76.6 µM), without a hit: top-dose growth rescue (activation), usual class: activators. actives 0.24% (n = 390,000);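 note: potency is the fitted concentration of half-maximal effect; plate controls were DMSO vehicle for no effect and reference control for full effect; nearly all actives have a fitted effect of over 55% in size; some results filed as inactive show a strong effect at the top dose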
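Read-out: OD at 600 nm after 24hr at 30C, reporting rescue of FUS-induced yeast toxicity. Cells at OD 0.005 in galactose (2%) minimal medium; compounds tested in a dilution series; CP55940 titration from 92uM final as control.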
Abeta rescue = compounds reversing amyloid beta toxicity in yeast | yeast expressing A-beta42, growth rescue, OD600, 48 h; response scale: 0% DMSO, 100% iron-clioquinol control | Potency, µM (top dose mostly 46.1 µM), inactives show top-dose growth rescue, actives largely listed as activators | actives 0.063% (n = 410,000) | AID 1347071; note: potency is the fitted concentration of half-maximal effect; nearly all actives have a fitted effect of over 55% in size
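Yeast A-beta toxicity model in growth medium with pinned compounds, 48 h at 30 C; growth read as absorbance at 600 nm. Normalized to FeCl3/clioquinol equimolar mix (positive) and DMSO (negative).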
aSyn yeast inh = inhibitors of alpha-synuclein toxicity in yeast. Yeast expressing alpha-synuclein, growth rescue, BacTiter-Glo, 24 h. Potency, µM (doses to about 46.1 µM), for inactives: at the highest dose growth rescue (activation), hits mostly activators. actives 0.14% (n = 370,000). AID 652106; note: potency is the fitted concentration of half-maximal effect; % of control where 0% means no effect; nearly all actives have a fitted effect of over 65% in size
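Rescue of yeast growth: cells expressing toxic alpha-synuclein, induced in galactose at OD600 0.02, incubated with compound 24 h at 30 C. ATP luminescence quantified growth; inhibitors of toxicity appear as activators.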
Numbers without * were called inactive; ? = inconclusive; . = no result given; & = joins results of further samples; [ ] = another dose, or the depositor's remark. Unless noted, calls come from the whole dose curve; as a rule, active = well fitted curve in the direction sought with a large enough effect; inconclusive = small, poorly fitted or top-dose-only effect, or another doubt; inactive = no such curve, though single readings can be large; an effect the other way counts as inactive or inconclusive.

smiles | EPAC2 agonist | Abeta rescue | aSyn yeast inh | TDP-43 yeast inh | EPAC2 antagonist | D3 antag | DRD3 agonist | FUS suppressor
CC(NC(=O)c1cc(-c2ccc(Cl)cc2)on1)c1ccccc1 (stereo not given) | . | -14% | . | -1% | . | . | -3 | -3%
Cc1ccc(/C=N/Nc2nnc(Cc3ccccc3)c(=O)[nH]2)o1 | -5% | -9% | -1% | -15%[0.397 µM] | 9% | -4 | -8 | 8%
O=C(CN(CC1CCCO1)C(=O)Cn1nnc(-c2ccc(F)cc2)n1)NC1CCCCC1 (stereo not given) | 1% | -3% | 0% | -17% | -5% | -5 | 2 | 41%
COc1ccc(NC(=O)N2CCCC2C(=O)NCC2CCCCC2)cc1 (stereo not given) | 12% | -19% | -8% | -10% | 2% | 8 | -4 | -38%
COc1ccc(CN2CCC2(C)C(=O)NCCc2c[nH]c3ccccc23)c2ccccc12 (stereo not given) | 4% | -3% | 4% | 13% | -7% | 50 | 7 | 4%
CC(C)n1nnnc1C1c2ccccc2C(=O)N1Cc1cccnc1 (stereo not given) | 6% | 4% | 5% | 27% | 12% | 7 | 11 | -12%
Cc1ccc(OCc2nnc(SCC(=O)Nc3ncc(C)s3)o2)cc1 | 2% | 5% | -1% | -19% | 17% | 11 | 5 | ?
N/C(=N\OC(=O)c1cccs1)c1cccc([N+](=O)[O-])c1 | 7% | 0% | -22% | ? | -1% | 0 | -2 | 1%
CC(c1nnc(SCC(=O)N(C)C2CCS(=O)(=O)C2)n1-c1ccccc1)N(C)C (stereo not given) | 6% | 25% | 3% | 18% | 1% | 7 | 1 | -19%
Cc1cc(C)c(S(=O)(=O)c2ccc(Cl)cc2)c(=O)[nH]1 | -1% | 20% | 1% | -1% | 2% | 11 | 8 | -7%
O=C(O)c1ccc2[nH]c3c(c2c1)CSCC3 | -2% | -2% | 1% | 10% | 6% | -12 | 4 | .
O=C(NCCN1CCOCC1)C12CC3CC(C1)CC(c1ccccc1)(C3)C2 | 19% | -11% | 1% | -13%[9.22 µM] | 0% | -17 | -9 | 1%
CCOC(=O)C1=CCC(c2ccccc2)N(S(=O)(=O)c2ccc(C)cc2)[C@H]1CC (stereo not given in full) | 1% | -8% | -3% | -6% | -9% | -2 | -8 | 24%
O=C(NCc1cccnc1)C(=O)NCC1OCCCN1S(=O)(=O)c1ccc(F)cc1 (stereo not given) | 5% | 0% | 0% | 20% | 4% | 4 | 12 | .
CC1(C)CC(=O)C(C=NCC2CCCO2)=C(O)C1 (stereo not given) | 4% | 6% | 1% | 10% | 0% | 26 | 5 | 4%
COc1ccc(Cl)cc1-c1cc(C(=O)Nc2ccc(C(C)(C)C)cc2)[nH]n1 | 8% | -11% | -4% | 8% | 6% | 7 | 5 | ?
COc1ccc(CCNC(=O)c2cc3c(=O)n4ccccc4nc3n(C3CCCCC3)c2=N)cc1OC | -1% | 2% | 7% | 4% | -1% | 0 | 2 | -2%
COc1ccccc1N(CC(=O)NCCN1CCOCC1)S(=O)(=O)c1ccc(C)cc1 | 14% | 0% | -2% | 7% | -7% | -16 | -5 | 15%
O=C(Cn1c(=O)sc2ccccc21)NCc1ccco1 | -2% | 8% | 0% | 17% | 1% | 16 | 2 | 5%
S=C(NCCc1ccccc1)NCC1CCCO1 (stereo not given) | -8% | 11% | -1% | 2% | 3% | -7 | -3 | .

Of the compounds above, these contain fluorine:
smiles | EPAC2 agonist | Abeta rescue | aSyn yeast inh | TDP-43 yeast inh | EPAC2 antagonist | D3 antag | DRD3 agonist | FUS suppressor
O=C(CN(CC1CCCO1)C(=O)Cn1nnc(-c2ccc(F)cc2)n1)NC1CCCCC1 (stereo not given) | 1% | -3% | 0% | -17% | -5% | -5 | 2 | 41%
O=C(NCc1cccnc1)C(=O)NCC1OCCCN1S(=O)(=O)c1ccc(F)cc1 (stereo not given) | 5% | 0% | 0% | 20% | 4% | 4 | 12 | .

(continued)
smiles | EPAC2 agonist | Abeta rescue | aSyn yeast inh | TDP-43 yeast inh | EPAC2 antagonist | D3 antag | DRD3 agonist | FUS suppressor
Cc1ccccc1C(=O)N1CCN(c2ccc(NC(=O)Cc3ccccc3)cc2)CC1 | 11% | 0% | -10% | -2% | 0% | -27 | -8 | 27%
Cc1ccc(CC(=O)NCc2ccc3c(c2)OCO3)cc1 | -4% | -12% | -1% | 18% | 5% | 6 | 0 | 0%
CC1CCN(c2oc(Cc3cccc4ccccc34)nc2C#N)CC1 | 10% | 0% | -1% | 5% | -1% | -4 | -5 | 4%
CS(=O)(=O)c1cnc(-c2ccccc2)nc1-c1ccc(Cl)c(Cl)c1 | -2% | 6% | 0% | -7% | 3% | 6 | 28 | -4%
NC(=O)CN1C(=O)NC2(CCOc3ccccc32)C1=O (stereo not given) | 10% | -2% | -3% | 13% | 0% | 6 | 4 | -16%
O=C(Cn1cc([N+](=O)[O-])cn1)Nc1nccs1 | 9% | 2% | 8% | 5% | 4% | -1 | -1 | -22%
Cc1ccccc1-n1c(=O)c2ccccc2n(CC(=O)NCc2ccco2)c1=O | 6% | 1% | 1% | 17% | 4% | -4 | -6 | 5%
Cc1ccc2nc(-c3cccc(NS(C)(=O)=O)c3)cc(-c3ccccc3)c2c1 | 0% | -17% | -33%[inhibitor] | -65%[inhibitor] | -20% | 16 | 10 | .
CC(C)(C)NC(=O)C1c2ccccc2OCC(=O)N1CC(F)(F)F (stereo not given) | 10% | -6% | -5% | 30% | 3% | 27 | 6 | -8%
CCOc1ccc(Oc2nc(Nc3ccc(C)cc3)nc(N(C)C)n2)nn1 | -5% | -37%[inhibitor] | 2% | 1% | 8% | 16 | 2 | 0%
Cc1ccc(/C=N/NC(=O)c2nc3nc(C)cc(C)n3n2)cc1 | 4% | 10% | -6% | -11% | -7% | -5 | -6 | .
COc1ccc(-n2nnnc2SCC(=O)Nc2ccccc2N2CCOCC2)cc1 | 3% | -1% | -10% | 2% | -8% | 5 | 1 | -7%
CC(C)c1ccccc1OCCCCCN1CCOCC1 | -6% | -43%[inhibitor] | 13% | -13% | -6% | -54* | -15 | 10%
O=C(Nc1nnc(C2=COCCO2)o1)c1ccc(S(=O)(=O)N2CCCC2)cc1 | 3% | -16% | -1% | -26%[0.397 µM] | -13% | -15 | -20 | 38%
Cc1nc2ccccc2n1-c1nc(-c2ccco2)cc(C(F)(F)F)n1 | -1% | 9% | 11% | -5% | -1% | 8 | 26 | -12%
COc1ccc(N(CC(C)C)S(=O)(=O)c2nnc(NC(=O)c3cccs3)s2)cc1 | . | -19% | . | 2% | . | . | -24 | 2%
CCOC(=O)Cc1c(C)nc2c(-c3ccc(OC)c(OC)c3)c(C)nn2c1C | . | -16% | . | 15% | . | . | 1 | 8%
O=C(NN1C(=O)C2C3C=CC(C4CC34)C2C1=O)c1cccc(Br)c1 (stereo not given) | 6% | 10% | -5% | 13% | 6% | 1 | 3 | -25%
Cn1c(=O)c2c(ncn2CCC(=O)N/N=C/c2ccncc2)n(C)c1=O | 8% | -3% | 1% | 9% | 0% | 8 | 2 | 6%
CCOC(=O)C1CCN(C(=O)c2ccc3c(=O)n4nc(Nc5cc(C)ccc5C)sc4nc3c2)CC1 | -4% | 5%&-8% | 8% | 7%&18% | -19% | 5 | -3&4 | ?
COc1ccc(N(Cc2cc3cc(OC)ccc3[nH]c2=O)S(C)(=O)=O)cc1 | 1% | -2% | -4% | -3% | 0% | -6 | -3 | ?
COCCNC(=O)c1nn2c(C(F)(F)F)cc(-c3ccccc3)nc2c1Br | -5% | -1% | 2% | 9% | 9% | 5 | 3 | -37%
CC(C)N=c1scc(-c2cccs2)n1/N=C/c1ccc(O)c(O)c1O | -2% | -93%[inhibitor] | 5% | -83%[inhibitor] | -11% | 49 | 64* | ?
CC(OC(=O)[C@@H](NC(=O)OCc1ccccc1)C(C)C)C(=O)Nc1ccc(N2CCOCC2)cc1 (stereo not given in full) | 5% | -7% | 9% | 9% | -2% | 17 | -11 | 15%
O=C(NC1CCCCC1)c1cc2cc(Br)ccc2o1 | -8% | 12% | 0% | 1%[1.82 µM] | -5% | 10 | -17 | -4%
CC1CCN(S(=O)(=O)N2CCC(C(=O)NCc3cccs3)CC2)CC1 | -9% | 28% | -5% | -7% | 10% | -6 | 2 | .
COc1ccc(-c2noc(CN3CCN(c4cccc(Cl)c4)CC3)n2)cc1 | . | 12% | . | 24% | . | . | -7 | ?
O=C(Cc1cccc(C(F)(F)F)c1)Nc1ccccc1 | -1% | 15% | 0% | 15% | 4% | 14 | 5 | -19%
CC(C)(C)NC(=O)NC(=O)CSc1nnc(COc2ccccc2Cl)o1 | -4% | 15% | 12% | ? | -5% | 7 | 5 | 32%
COc1ccc(C(=O)N[C@H](C(=O)NCc2ccccc2)C(C)C)cc1 | 4% | -16% | -1% | -10% | 1% | 13 | -1 | 5%
Cc1cc(S(=O)(=O)Nc2cccc(O)c2)c(C)s1 | 3% | 9% | 0% | -10% | -1% | 10 | -3 | 3%
Cc1ccc([C@H]2C[C@H](n3cc(C4CC4)nn3)[C@@H](O)CN2C(=O)c2cccs2)cc1 | 0% | 1% | -3% | 13% | -6% | 0 | -10 | 22%
CCn1c(SCC(=O)c2cc(C)n(-c3ccc(C(=O)OC)cc3)c2C)nnc1-c1cccnc1 | 1% | -16% | -6% | 5% | 17% | -22 | 5 | 22%
Cc1ccc(S(=O)(=O)c2nnn3c2nc(N2CCCC2)c2sccc23)cc1 | . | -15% | . | -11% | . | . | -12 | -16%
CCN(CCCNC(=O)CSc1cc(=O)n(C)c2ccccc12)c1ccccc1 | . | -13% | . | 10% | . | . | -22 | 25%
CCc1ccc(CNC(=O)c2cc(=O)[nH]c3ccc(S(=O)(=O)N4CCCCC4)cc23)cc1 | . | -15% | . | 13% | . | . | 2 | -3%
CC1c2cc3c(cc2CCN1CC(=O)Nc1ccc(S(=O)(=O)N2CCCC2)cc1)OCCCO3 (stereo not given) | 8% | 12% | 3% | -3% | 5% | 0 | 16 | 22%
Cc1cc(C(=O)CSc2nncs2)c(C)n1-c1ccc2c(c1)OCO2 | 18% | -22% | -9% | ? | -6% | 17 | 2 | 20%

Screening data (PubChem)

Only part of the results is shown; the hit share may differ from the screen's.
